ELG1 genotoxic: qHTS screen for small molecules that induce genotoxicity in human embryonic kidney (HEK293T) cells expressing luciferase-tagged ELG1. HEK293T ELG1-luciferase reporter, luminescence, 16 h. Potency, µM (titrated, usually from 46 µM), inactives show at the highest dose activity change, positive = activation, usual class: activators. hit rate 1.3% among 330,000. AID 504466, 2011; note: potency is the fitted concentration of half-maximal effect; % of control where 0% means no effect; nearly all actives have a fitted effect of over 60% in size
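HEK293T cells expressing luciferase-tagged ELG1 were treated with compound or DMSO for 16 hr at 37°C. Luciferase activity was then read after 30 min with ONE-Glo at room temperature; rising signal flags genetic stress.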
Integrin act MD: qHTS for Activators of Integrin-Mediated Alleviation for Muscular Dystrophy. alpha7betagal myoblasts, beta-gal FDG fluorescence, 48 h. Potency, µM (highest dose often 38.3 µM), without a hit: at the highest dose activation, most hits filed as activators. hit rate 0.064% among 350,000. AID 624291, 2012;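 note: potency is the fitted concentration of half-maximal effect; 100% = response of the positive control SU9516; nearly all actives have a fitted effect of over 60% in size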
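Alpha7betagal+/- myoblasts (passage 13) were plated 16-24 hr, then exposed to compounds (1:260 dilution of DMSO stock) for 48 hours at 37C. After MPER lysis, β-galactosidase reporter activity was read as FDG fluorescence (ex 480/em 540) after 30 minutes.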
PTAP TSG101 blk: qHTS Assay for Iinhibitors of HIV-1 Budding by Blocking the Interaction of PTAP/TSG101; Fluorescence polarization, FITC-PTAP peptide / Tsg101 binding; Potency, µM (top dose mostly 115 µM), for the others: at the top dose activity change, negative = inhibition, usual class: inhibitors; 340,000 tested, under 10 active; active = well fitted inhibition curve with a large enough effect in the main read-out, with a control signal flat, not every such curve was filed as active; inconclusive = small, poorly fitted or top-dose-only effect, or effect the other way, or a change in a side signal; inactive = no such curve, though single readings can be large or run the other way; note: potency is the fitted concentration of half-maximal effect; % of control where 0% means no effect
Target sequence (Q99816 whole entry, looked up): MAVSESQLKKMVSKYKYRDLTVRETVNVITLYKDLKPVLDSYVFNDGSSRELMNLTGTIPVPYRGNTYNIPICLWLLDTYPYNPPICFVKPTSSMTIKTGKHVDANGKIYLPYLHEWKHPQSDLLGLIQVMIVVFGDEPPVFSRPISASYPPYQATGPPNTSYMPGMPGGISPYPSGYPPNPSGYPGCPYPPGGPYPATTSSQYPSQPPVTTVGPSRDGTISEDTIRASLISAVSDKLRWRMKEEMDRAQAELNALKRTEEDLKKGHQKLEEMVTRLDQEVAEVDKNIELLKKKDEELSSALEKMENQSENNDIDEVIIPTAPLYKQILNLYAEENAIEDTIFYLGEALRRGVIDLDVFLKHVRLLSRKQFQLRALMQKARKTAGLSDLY
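Compounds were pin-transferred onto Tsg101 binding domain (10 uM final) in HEPES pH 7.5 buffer, then FITC-PTAP peptide was added at 50 nM final. After 20 min at RT, polarization reported peptide displacement across a qHTS concentration series.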
uPA generation: qHTS for Inhibitors of Cell Surface uPA Generation; cell surface uPA generation assay, qHTS; Potency, µM (series often up to 38.3 µM), for the others: at the highest dose activity change, negative = inhibition, most hits filed as inhibitors; hit rate 0.31% among 330,000; active = well fitted inhibition curve with a large enough effect; inconclusive = small, poorly fitted or top-dose-only effect; inactive = no such curve, though single readings can be large or run the other way; tested in mouse RAW 264.7 cells; note: potency is the fitted concentration of half-maximal effect; % is set by controls: 0 for no effect and ±100 for the full control effect; nearly all actives have a fitted effect of over 55% in size
USP2a inh: qHTS Assay for Inhibitors of Ubiquitin-specific Protease USP2a Using CHOP2 as the Reporter. Ubiquitin carboxyl-terminal hydrolase 2 (Homo sapiens), O75604. USP2 core, Ub-CHOP2 coupled fluorogenic reporter, 485/531. Potency, µM (doses to about 38.3 µM), without a hit: at the top dose activity change, negative = inhibition, usual class: inhibitors. hit rate 0.01% among 330,000. AID 463254, 2010;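 note: potency is the fitted concentration of half-maximal effect; plate controls were DMSO wells for no effect and full inhibition by NEM control for full effect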
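Cell-free coupled assay: 10nM USP2 core preincubated 30min RT with compound in Tris-HCl pH 8.0/CaCl2/CHAPS buffer, then 25nM Ub-CHOP2 and 25nM reporter substrate; fluorescence (Ex 485/Em 531) read after 60min RT, normalized to NEM inhibition, concentration-response curves fitted.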
TRPV1 agonist: HTS Assay for Compounds that Act as Agonists of the Vanilloid Receptor 1 | Transient receptor potential cation channel subfamily V member 1 (Homo sapiens), Q8NER1 | TRPV1-expressing cells, Fluo-8 calcium influx, agonist mode | activation, % at 8.33 µM | hit rate 0.19% among 320,000; in the data active = activation above about 80%; inconclusive = between about 30% and that limit; note: 0% is about no effect
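Fluo-8 calcium influx in TRPV1-expressing cells, kinetic read (ex 480/em 520 nm). Compound added and read 3 min for agonist activity, followed by capsaicin at EC20 final and 2 min further read for enhancement.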
Eya2 phos inh: qHTS Assay for Inhibitors of the Phosphatase Activity of Eya2; AID 488837, 2010; hit rate 0.006% among 330,000; recombinant Eya2, OMFP fluorescence dephosphorylation (OMFP is methylfluorescein phosphate); Protein phosphatase EYA2 (Homo sapiens), O00167; Potency, µM (titrated, usually from 76.9 µM), for inactives: top-dose activity, negative = inhibition, actives largely listed as inhibitors; note: potency is the fitted concentration of half-maximal effect; % is set by controls: 0 for no effect and ±100 for the full control effect
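Eya2 protein (added as 0.2 uM solution) was preincubated with compound for 10 min at ambient temperature in 50 mM HEPES pH 7.5, 50 mM NaCl, 5 uM MgCl2, 0.05% BSA, 1 mM DTT. OMFP (added at 50 uM) then reacted 10 min; fluorescence read at 485/525 nm.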
p53 reactivator: qHTS assay for re-activators of p53 using a Luc reporter; Potency, µM (top dose mostly 92.2 µM), without a hit: top-dose activity change, positive = activation, actives largely listed as activators; H1299 p53-A138V BP100-luciferase reporter, luminescence, 24 h; hit rate 0.063% among 320,000; note: potency is the fitted concentration of half-maximal effect; % of control where 0% means no effect; nearly all actives have a fitted effect of over 45% in size
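p53-null H1299 cells stably carrying temperature-sensitive p53-A138V and a BP100-luciferase reporter were pinned with compounds (4-point, 1:5 series) and held 24 hrs at 37 deg C. Luminescence was read 10 min after detection reagent.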
ASM inhibitor: Inhibitors of Secretory Acid Sphingomyelinase (S-ASM): qHTS | Sphingomyelin phosphodiesterase (Homo sapiens), P17405 | placental ASM, HMU-PC fluorogenic substrate, 60 min | Potency, µM (doses to about 57.5 µM), for inactives: top-dose activity change, negative = inhibition, usual class: inhibitors | hit rate 0.006% among 340,000 | AID 504937, 2011; note: potency is the fitted concentration of half-maximal effect
Target sequence (P17405 47-631 limits assumed): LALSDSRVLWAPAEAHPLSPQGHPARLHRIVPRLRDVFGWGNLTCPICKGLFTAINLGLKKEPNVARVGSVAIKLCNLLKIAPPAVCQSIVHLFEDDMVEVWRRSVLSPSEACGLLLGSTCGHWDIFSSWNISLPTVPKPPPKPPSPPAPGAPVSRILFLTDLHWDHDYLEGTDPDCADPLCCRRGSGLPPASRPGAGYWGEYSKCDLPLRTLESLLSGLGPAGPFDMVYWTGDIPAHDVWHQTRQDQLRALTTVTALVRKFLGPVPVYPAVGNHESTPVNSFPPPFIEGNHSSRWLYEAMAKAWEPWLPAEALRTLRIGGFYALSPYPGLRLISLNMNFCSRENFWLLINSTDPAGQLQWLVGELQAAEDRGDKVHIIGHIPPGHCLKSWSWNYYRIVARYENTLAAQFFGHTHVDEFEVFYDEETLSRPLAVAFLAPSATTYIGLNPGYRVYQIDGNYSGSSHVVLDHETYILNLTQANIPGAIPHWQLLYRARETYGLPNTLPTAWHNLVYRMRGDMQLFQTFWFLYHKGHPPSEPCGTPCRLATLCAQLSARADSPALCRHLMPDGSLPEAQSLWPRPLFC
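HMU-PC0 cleavage (9 uM final) by human placental ASM, 60 min at 37 °C following 10 min compound exposure at RT; stopped at pH 10, fluorescence Ex 386/Em 447 nm.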
BRCA1 expr up: qHTS Assay to Identify Small Molecule Activators of BRCA1 Expression. MCF7-BRCA1-FFLuc reporter, luminescence, 48 h; response scale: scaled: vehicle 0%, 10 µM genistein 100%. Potency, µM (titrated, usually from 46.1 µM), for inactives: at the highest dose activation, actives largely listed as activators. hit rate 1.1% among 380,000. AID 624202, 2012; note: potency is the fitted concentration of half-maximal effect; nearly all actives have a fitted effect of over 80% in size; some results filed as inactive show a strong effect at the top dose
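First, MCF7-BRCA1-FFLuc cells (2000/well) attach for 2 h; next, compounds are pin-added and incubated 48 h at 37 °C; finally, luciferase reagent is added and luminescence read after 15 min.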
B2AR arrestin: qHTS assay of beta-arrestin-biased ligands of beta2-adrenergic receptor; hit rate 0.02% among 330,000; beta-arrestin recruitment to beta2AR, cell-based reporter; Beta-2 adrenergic receptor (Homo sapiens), P07550; Potency, µM (top dose mostly 46.1 µM), for inactives: at the highest dose activation, hits mostly activators;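 note: potency is the fitted concentration of half-maximal effect; 0% = DMSO controls and full agonism = EC100 isoproterenol or metaproterenol; nearly all actives have a fitted effect of over 65% in size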
Starred values were filed as active, the others as inactive; ? = inconclusive; nt = not tested or not shown; & = joins results of further samples; [ ] = remark or other dose. Unless noted, calls come from the whole dose curve; as a rule, active = well fitted curve in the direction sought with a large enough effect; inconclusive = small, poorly fitted or top-dose-only effect, or another doubt; inactive = no such curve, though single readings can be large; an effect the other way counts as inactive or inconclusive.

SMILES	ELG1 genotoxic	Integrin act MD	PTAP TSG101 blk	uPA generation	USP2a inh	TRPV1 agonist	Eya2 phos inh	p53 reactivator	ASM inhibitor	BRCA1 expr up	B2AR arrestin
C(=C\c1ccccc1)/C=N/N1CCN(Cc2ccccc2)CC1	11%	-26%	2%	-3%	0%	1	-2%	8%	2%	11µM*	-0.3%
CC(C)(C)[C@@H]1CCC(=O)N(CC[C@H](Sc2ccccc2)c2ccccc2)CC1	0%	-41%	1%	-14%	0%	?	-20%	3%	-8%	-29%	0.1%
COC(=O)c1ccc(CN2CCCC(C(=O)Nc3cccc(-n4cnnn4)c3)C2)cc1 (stereo not given)	-13%	-5%	nt	-8%	3%	11	1%	-9%	0%	-11%	-0.6%
CCOC(=O)c1c(C2CCN(C(=O)OCC)CC2)nc2ccccn12	-10%	0%	1%	14%	-5%	nt	-17%	-3%	3%	-6%	0.3%
C#CCSc1nc(=O)c2cccnc2n1-c1ccc(C)cc1	-2%	-28%	-3%	-11%	0%	4	5%	-2%	4%	-27%	0.7%
COc1ccc(Cc2nnc(SCc3ccc([N+](=O)[O-])cc3)o2)cc1	-18%	11%	2%	5%	-1%	-1	3%	1%	-5%	15%	-0.4%
COc1cccc(C(=O)Nc2ccc(NC(C)=O)cn2)c1	?	18%	-5%	-1%	2%	1	7%	28%	1%	34%	0.2%
CN(C(=O)c1ccc(Cl)c(S(=O)(=O)N2CCOCC2)c1)c1ccccc1C(=O)O	1%	34%	-7%	3%	-1%	-4	12%	2%	5%	-18%	0.1%
O=C(CN1C(=O)S/C(=C\c2ccccc2F)C1=O)NC1C=CS(=O)(=O)C1 (stereo not given)	0%	-8%	0%	?	3%	3	-12%	5%	-1%	-16%	0.1%
CC(C)Sc1n[nH]c(=O)n1-c1ccccc1	2%	37%	-9%	-1%	1%	-2	-5%	-3%	-1%	1%	-1.1%
CCN1C(=O)CSc2ccc(C(=O)NCCCN3CCOCC3)cc21	-1%	-10%	-7%	nt	5%	-2	6%	-9%	0%	3%	1.0%
CCCOc1ccccc1C1NC(=O)NC(C)=C1C(=O)OCCOC (stereo not given)	2%	-5%	-4%	0%	-1%	0	4%	-10%	-1%	7%	-0.5%
COc1ccc(CNCC(O)(c2ccc(Cl)cc2)c2ccc(Cl)cc2)cc1OC	-3%	-69%[inhibitor]	-1%	-12%	-12%	9	-18%	-22%	-7%	-39%	0.5%
Cc1ccc(NC(=O)OCCN2CCN(Cc3ccccc3)CCC2=O)cc1	-1%	-20%	1%	6%	1%	14	6%	-10%	4%	-16%	-0.4%
S=C(NCCc1ccccc1)Nc1ncccn1	nt	4%	-1%	-3%	nt	nt	nt	nt	-1%	?	nt
Cc1ccc(CSCCNS(=O)(=O)c2ccc([N+](=O)[O-])cc2)cc1	1%	3%	0%	1%	-1%	25	-7%	0%	-3%	2%	-0.4%
CCc1nn(C(C)C(=O)N(C)Cc2ccccc2)c(=O)c2cc3occc3n12 (stereo not given)	-1%	?	1%	-1%	1%	10	-4%	3%	-1%	-3%	0.2%
N=C1c2ccccc2-c2ccccc21	nt	-6%	2%	1%	nt	nt	nt	nt	0%	18%	nt
CNc1cc(NS(=O)(=O)c2ccc(N)cc2)nc(NC)n1	-5%	nt	-3%	16%	1%	3	-5%&-14%	0%	10%	0%	0.0%
CCN(CC)CCn1c2ccccc2c2nc3ccccc3nc21	?	-57%[inhibitor]	-4%	10µM*	-3%	9	0%	9%	0%	-79%[inhibitor]	-0.3%
CCc1ccc(NC(=O)c2cc(-c3ccc4c(c3)OCO4)on2)cc1	3%	?	-6%	-2%	3%	-3	3%	-1%	0%	-12%	-0.5%
Cc1ccccc1-c1nnc(SCC(=O)NC2CCCC2)n1C	-4%	-2%	0%	2%	2%	0	3%	-2%	2%	-5%	-0.4%
CCn1cc(C(C)(C)C)c(C#N)c1NC(C)=O	-1%	0%	-4%	0%	1%	-1	-17%	-2%	6%	-22%	-0.3%
COc1ccc(NC(=O)Nc2cccc3c2O[C@H](CN(C)S(=O)(=O)c2ccccc2)[C@@H](C)CN([C@H](C)CO)C3=O)cc1	0%	-18%	-5%	-2%	-1%	nt	-5%	-3%	-13%	0%	0.2%
COc1ccc(-c2nc(S(=O)(=O)c3ccccc3)c(NCCCN3CCOCC3)o2)cc1	0%	-10%	-4%	-8%	1%	nt	0%	-4%	4%	-14%	-0.1%

One compound at a time, as listed above:
`CCN(CC)CCn1c2ccccc2c2nc3ccccc3nc21` is listed with ELG1 genotoxic: ?; Integrin act MD: -57%[inhibitor]; PTAP TSG101 blk: -4%; uPA generation: 10µM*; USP2a inh: -3%; TRPV1 agonist: 9; Eya2 phos inh: 0%; p53 reactivator: 9%; ASM inhibitor: 0%; BRCA1 expr up: -79%[inhibitor]; B2AR arrestin: -0.3%
`COc1ccc(CNCC(O)(c2ccc(Cl)cc2)c2ccc(Cl)cc2)cc1OC` is listed with ELG1 genotoxic: -3%; Integrin act MD: -69%[inhibitor]; PTAP TSG101 blk: -1%; uPA generation: -12%; USP2a inh: -12%; TRPV1 agonist: 9; Eya2 phos inh: -18%; p53 reactivator: -22%; ASM inhibitor: -7%; BRCA1 expr up: -39%; B2AR arrestin: 0.5%

Continuation.
SMILES	ELG1 genotoxic	Integrin act MD	PTAP TSG101 blk	uPA generation	USP2a inh	TRPV1 agonist	Eya2 phos inh	p53 reactivator	ASM inhibitor	BRCA1 expr up	B2AR arrestin
CCN1CCN(C(=O)c2ccccc2Nc2ccc(SC(F)F)cc2)CC1	-4%	-5%	-4%	-7%	4%	7	-5%	-4%	3%	82%	0.1%
O=C1COc2ccc(S(=O)(=O)N3CCN(c4cccc(C(F)(F)F)c4)CC3)cc2N1	14%	-16%	0%	2%	0%	19	-7%	-3%	-11%	-17%	0.0%
O=C(O)c1n[nH]c2ccccc12	-4%	9%	-1%	4%	0%	-2	-5%	4%	0%	8%	-0.5%
Cc1ccc(NC(=O)c2ccco2)c(NC(=O)C2CCCO2)c1 (stereo not given)	0%	0%	-2%	-5%	3%	-2	-12%	1%	8%	20%	0.0%
Cc1ccc(C)c2[nH]c(=O)c(CN(CCN3CCOCC3)Cc3nnnn3CC3CCCO3)cc12 (stereo not given)	-6%	7%	-5%	0%	1%	0	-7%	-3%	4%	0%	-0.1%
CC1(C(=O)NC2CCCC2)CCC(=O)N1Cc1ccccc1 (stereo not given)	-3%	17%	-5%	3%	-1%	-2	8%	0%	7%	3%	-0.3%
NC(=O)c1nsc(C(=O)N(c2ccc3c(c2)OCCO3)C(C(=O)NCC2CCCO2)c2ccc(F)cc2)c1N (stereo not given)	2%	?	-7%	0%	3%	7	14%	6%	123%[activator]	-9%	0.0%
CC(C)(CNC(=O)c1ccc(S(=O)(=O)Nc2ccc(Cl)cc2)cc1)N1CCOCC1	1%	?	-3%	-21%	-1%	1	9%	-13%	-4%	-2%	-0.9%
O=c1[nH]c2ccccc2nc1N1CCOCC1	0%	9%	-3%	-4%	0%	0	3%	-12%	3%	1%	-0.6%
O=C(CC(NS(=O)(=O)c1ccc(Cl)cc1)c1ccco1)NC1CCCC1 (stereo not given)	-4%	11%	-2%	5%	0%	7	4%	1%	-4%	-30%	-0.3%
C/C(=C\C(=O)c1ccc(Br)cc1)Nc1cccc(Cl)c1	nt	20%	-3%	-6%	nt	nt	nt	nt	1%	75%	nt

Limited to TRPV1 agonist and PTAP TSG101 blk, for some of the entries so far:
Molecule | TRPV1 agonist | PTAP TSG101 blk
O=c1[nH]c2ccccc2nc1N1CCOCC1 | 0 | -3%
CC(C)(CNC(=O)c1ccc(S(=O)(=O)Nc2ccc(Cl)cc2)cc1)N1CCOCC1 | 1 | -3%
Cc1ccc(C)c2[nH]c(=O)c(CN(CCN3CCOCC3)Cc3nnnn3CC3CCCO3)cc12 (stereo not given) | 0 | -5%
